Screening data deposited in PubChem by Sanford-Burnham Center for Chemical Genomics.
CHOP UPR activ – activators of apoptotic CHOP UPR arm, primary screen, cell-based, CHO-CHOP luciferase reporter, luminescence, uHTS. UPR activation; percent of tunicamycin response over DMSO baseline. activation, % at 10 µM. actives 0.34% (n = 330,000);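 active means at 10 µM dose, activation of 40% or more, normalized to positive control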;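 further: 100% = tunicamycin at 10 µg/mL and 0% = DMSO alone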
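System: CHO CHOP reporter cells. Amount: 500 cells per well. Buffer or medium: F12 medium, 10% FBS. Compound dosing: one dose, 10 µM in 0.5% DMSO. Incubation: 6 h compound exposure at 37 °C after overnight seeding. Technique: Steady-Glo luciferase luminescence. Benchmarks: tunicamycin and DMSO controls.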
UPR XBP1 act – activators of adaptive XBP1 UPR arm, primary screen, cell-based, CHO-XBP1 luciferase reporter, luminescence, uHTS; IRE1-XBP1 UPR activation; percent of tunicamycin response, DMSO as zero; activation, % at 20 µM; AID 463104, 2010; actives 0.33% (n = 330,000);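 active means versus positive control, 20 µM dose yields 30% or more activation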;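 further: 100% = tunicamycin at 10 µg/mL and 0% = DMSO only wells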
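assay system = CHO-XBP1 luciferase reporter cells | amount = 1000 cells/well | buffer or medium = F12 plus 10% FBS | compound dosing = single point, 20 µM final compound, 1% DMSO | incubation = 16-18 h cell attachment at 37 °C, then 6 h compound exposure | detection = Steady-Glo luminescence read | controls = tunicamycin 10 µg/mL and vehicle-only wells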
697 NFkB inh – inhibitors of PMA/ionomycin-induced NF-kB reporter, 697 cells, primary screen, B-cell NF-kB inhibitor project, cell-based, luminescence, uHTS; 697 B-cell NF-kB luciferase reporter, 16 h; inhibition, % at 4 µM; actives 0.33% (n = 330,000); AID 435022, 2010; in the data active means inhibition above about 35%
CCR6 antag – CCR6 receptor antagonists, primary screen, cell-based, CHO-K1, luminescence, beta-arrestin, uHTS; CHO-K1 CCR6 PathHunter beta-arrestin, CCL20-stimulated; AID 493098, 2011; actives 0.49% (n = 340,000); inhibition, % at 20 µM;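 active means compounds whose inhibition of the agonist-driven luminescence signal at 20 µM reaches about 50%, limit read from the data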;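 further: cells stimulated with CCL20 at 14 nM final; plate controls were DMSO with CCL20 for no effect and DMSO without agonist for full effect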
EBI2 antag – EBI2 receptor antagonists, beta-arrestin recruitment, primary screen, cell-based, luminescence, 7a,25-OHC stimulation, uHTS | actives 0.81% (n = 360,000) | inhibition, % at 5 µM | 7a,25-OHC stimulated | G-protein coupled receptor 183 (Homo sapiens), P32249; in the data active means inhibition above about 38%;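 further: enzyme fragment complementation signal reports receptor beta-arrestin coupling in cells; 0% = agonist plus DMSO wells and 100% = wells without agonist; some results beyond the cut were filed as inactive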
Gli-Sufu block – Gli-Sufu pathway antagonists, primary screen, luciferase luminescence, Sufu-KO-LIGHT cells, uHTS; Sufu-KO-LIGHT fibroblasts, Gli luciferase reporter luminescence; inhibition, % at 5 µM; actives 0.74% (n = 340,000);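 active means inhibition above about 55%, limit read from the data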;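 further: 0% = DMSO-treated cells and 100% = wells with medium but no cells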
Mdm2-MdmX inh – inhibitors of human Mdm2-MdmX association, primary screen, cell-based, luminescence, split luciferase, SaOS-2, uHTS. actives 3% (n = 330,000). AID 485346, 2010. Protein Mdm4 (Homo sapiens) + E3 ubiquitin-protein ligase Mdm2 (Homo sapiens), …. inhibition, % at 8 µM. SaOS-2 split-luciferase Mdm2/MdmX complementation;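 active means inhibition of at least 50% at 8 µM in the primary screen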
Target sequence (O15151 whole entry, looked up): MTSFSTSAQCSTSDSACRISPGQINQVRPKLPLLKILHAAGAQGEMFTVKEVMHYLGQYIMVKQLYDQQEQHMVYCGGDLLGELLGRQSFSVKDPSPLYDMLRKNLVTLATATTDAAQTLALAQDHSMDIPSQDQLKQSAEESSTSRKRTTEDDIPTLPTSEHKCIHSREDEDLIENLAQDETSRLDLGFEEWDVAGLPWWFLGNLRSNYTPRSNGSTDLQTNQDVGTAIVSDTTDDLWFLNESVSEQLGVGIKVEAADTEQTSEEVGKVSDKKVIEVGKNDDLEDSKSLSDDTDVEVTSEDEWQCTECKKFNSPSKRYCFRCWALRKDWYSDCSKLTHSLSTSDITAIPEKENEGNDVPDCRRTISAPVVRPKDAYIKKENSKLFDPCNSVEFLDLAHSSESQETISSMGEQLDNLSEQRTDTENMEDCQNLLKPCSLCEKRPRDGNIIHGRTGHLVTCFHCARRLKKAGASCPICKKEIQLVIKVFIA
Target sequence (Q00987 whole entry, looked up): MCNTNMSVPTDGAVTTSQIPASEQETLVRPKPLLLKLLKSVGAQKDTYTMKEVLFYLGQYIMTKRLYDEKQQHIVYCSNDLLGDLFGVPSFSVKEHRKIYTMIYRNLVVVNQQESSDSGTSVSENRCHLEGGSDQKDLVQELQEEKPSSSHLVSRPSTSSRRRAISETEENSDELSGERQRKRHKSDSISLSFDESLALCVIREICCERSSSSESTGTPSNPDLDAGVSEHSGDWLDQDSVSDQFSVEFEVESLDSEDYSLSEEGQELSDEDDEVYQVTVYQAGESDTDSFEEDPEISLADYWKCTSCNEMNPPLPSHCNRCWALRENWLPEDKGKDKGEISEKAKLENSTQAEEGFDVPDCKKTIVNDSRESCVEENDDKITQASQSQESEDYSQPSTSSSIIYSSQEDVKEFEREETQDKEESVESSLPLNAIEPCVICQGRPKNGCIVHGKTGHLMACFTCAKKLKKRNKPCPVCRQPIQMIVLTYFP
CXCR6 block – CXCR6 receptor inhibitors, primary screen, cell-based, beta-arrestin, luminescence, CHO-K1 PathHunter, 1536-well; C-X-C chemokine receptor type 6 (Homo sapiens), O00574; inhibition, % at 20 µM; actives 0.36% (n = 360,000); AID 602244, 2012; in the data active means inhibition above about 34%, passing the limit was not always enough;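 further: antagonist mode with CXCL16 agonist at 10 nM final; 0% = 10 nM CXCL16 with DMSO and 100% = unstimulated wells without agonist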
Jurkat NFkB inh – inhibitors of induced NF-kB luciferase reporter, primary screen, TCR NF-kB activation inhibitor project, cell-based, luminescence, uHTS. Jurkat, PMA/ionomycin-induced NF-kB luciferase reporter. inhibition, % at 4 µM. actives 0.53% (n = 330,000). AID 435003, 2010; in the data active means inhibition above about 50%
Numbers without * were called inactive; / = no result given.

#1 O=C(Nc1ccc(Cc2ccc(NC(=O)N3CCOCC3)cc2)cc1)N1CCOCC1
#2 CCCOc1cccc(C(=O)Nc2ccc(Br)cc2F)c1
#3 O=C1ON=C(c2ccccc2)/C1=C/c1ccc(-c2ccccc2[N+](=O)[O-])o1
#4 COCCNC(=O)C(Cc1c[nH]c2ccccc12)NC(=O)OCc1ccccc1 (stereo unspecified)
#5 COc1ccc(NC(=O)Cn2nc(Cc3cccnc3)c3ccccc3c2=O)cc1OC
#6 O=C(CC1C(=O)NCCN1C(=O)Nc1ccc(F)cc1F)Nc1ccc(F)cc1 (stereo unspecified)
#7 O=C(Nc1cccc(C(F)(F)F)c1)c1cccnc1NCCO
#8 CC(C)c1ccccc1NC(=S)N(C)C
#9 COc1ccc(CC(=O)n2nc(-c3ccc(Cl)cc3)nc2NCc2ccco2)cc1
#10 C[C@H](NC(=O)c1ccco1)C(=O)NNC(=O)COc1cccc(C(F)(F)F)c1
entry no.,1,2,3,4,5,6,7,8,9,10
CHOP UPR activ,3.2,5.1,/,-1.1,-0.1,1.0,-1.1,0.8,3.9,0.3
UPR XBP1 act,2,1,/,0,-1,-1,-6,0,2,0
697 NFkB inh,-20,-13,/,-62,4,-6,4,-34,-55,16
CCR6 antag,-8,14,23,-3,-2,3,3,12,4,3
EBI2 antag,-3,2,18,1,5,-5,-2,-5,15,-8
Gli-Sufu block,6,-62,-3,-9,-9,-1,-2,3,-46,35
Mdm2-MdmX inh,36,-97,/,0,9,16,6,-10,20,22
CXCR6 block,-13,6,17,4,4,8,-8,-4,-5,-2
Jurkat NFkB inh,1,-93,/,-29,9,1,-7,-5,-31,-4

Single values from the list.
Result of COc1ccc(NC(=O)Cn2nc(Cc3cccnc3)c3ccccc3c2=O)cc1OC under Gli-Sufu block: -9
Result of C[C@H](NC(=O)c1ccco1)C(=O)NNC(=O)COc1cccc(C(F)(F)F)c1 under EBI2 antag: -8

Continuation.
#11 CNc1nc(-c2ccc3c(c2)CCN3C(=O)c2ccccc2C)cs1
#12 CCc1ccc2[nH]c(=O)c(C3C(C#N)=C(N)Oc4c3ccc3cccnc43)cc2c1 (stereo unspecified)
#13 O=C(Cc1n[nH]c(=O)c2ccccc12)N1CCN(c2ccc(F)cc2)CC1
#14 CCCCC(=O)Nc1cc(OC)c(NC(=O)C2CCCCC2)cc1OC
#15 CSCC[C@H](N)C(=O)N1CCC(C(=O)N[C@@H](Cc2c[nH]c3ccccc23)C(=O)O)CC1
#16 CC12CCC(C(=O)Nc3c(Cl)cccc3Cl)(C(Br)C1=O)C2(C)C (stereo unspecified)
#17 C=CCSc1nc(C)c(CC=C)c(=O)[nH]1
#18 O=C(O)Cn1c(Cc2ccccc2)nc2ccccc21
#19 O=C(NC1CCCCC1)C1c2ccccc2C(=O)N1Cc1ccc2c(c1)OCO2 (stereo unspecified)
#20 CCCc1nc2ccccc2c(C(=O)OCC(=O)Nc2c(C)n(C)n(-c3ccccc3)c2=O)c1CC
entry no.,11,12,13,14,15,16,17,18,19,20
CHOP UPR activ,4.5,-1.6,1.1,0.3,-3.1,-2.2,-1.7,0.6,-1.3,-1.7
UPR XBP1 act,1,0,1,-1,1,-2,1,-6,0,-3
697 NFkB inh,4,16,4,-3,-16,-9,9,3,9,4
CCR6 antag,15,10,8,-3,7,-1,0,-6,7,5
EBI2 antag,13,-5,-2,7,-12,-2,2,-4,0,-5
Gli-Sufu block,-93,5,26,5,3,-12,3,-5,1,-8
Mdm2-MdmX inh,-100,34,-27,-4,15,3,5,20,-23,15
CXCR6 block,1,-6,2,1,1,-6,-8,-8,2,0
Jurkat NFkB inh,-24,-5,-1,-3,-6,42,11,-11,-7,7

Two compounds from above, showing only CCR6 antag, 697 NFkB inh and Jurkat NFkB inh:
#	Structure	CCR6 antag	697 NFkB inh	Jurkat NFkB inh
17	C=CCSc1nc(C)c(CC=C)c(=O)[nH]1	0	9	11
9	COc1ccc(CC(=O)n2nc(-c3ccc(Cl)cc3)nc2NCc2ccco2)cc1	4	-55	-31

Following part.
#21 CC(=O)c1cccc(NC(=O)CC2S/C(=N/N=C/c3ccccc3)NC2=O)c1 (stereo unspecified)
#22 Cc1ccc(N2CC(C(=O)NC(C)CCc3ccccc3)CC2=O)cc1 (stereo unspecified)
#23 CCOC(=O)c1c(-c2ccccc2)c(C(C)=O)c(=O)n(C)c1C
#24 CC(C)(C)N(NC(=O)Nc1ccc(Cl)cc1)C(=O)c1ccccc1
#25 O=S(=O)(c1ccc(C(F)(F)F)cc1)N1CCN(CCOc2ccccc2)CC1
#26 COc1ccc(-c2nc3ccccc3c(=O)n2CCOc2cccc(C)c2C)cc1
#27 CCOc1ccccc1C(=O)NC(C(=O)NCc1ccc(F)cc1)C(C)C (stereo unspecified)
#28 CCOc1ccc(OCCN2C(=O)NC3(CCCc4ccccc43)C2=O)cc1 (stereo unspecified)
#29 CCCC(=O)Nc1cc2c(cc1C(C)=O)OCCO2
#30 Cc1oc(C)c(C(=O)O)c1COc1ccc(C(=O)O)cc1
entry no.,21,22,23,24,25,26,27,28,29,30
CHOP UPR activ,0.3,-2.3,0.2,2.1,-0.6,2.5,0.8,2.3,0.5,-0.7
UPR XBP1 act,0,-3,-5,-1,1,-4,2,-2,-1,0
697 NFkB inh,7,-22,20,7,1,0,6,-1,0,18
CCR6 antag,11,-4,6,-2,20,11,12,10,12,-6
EBI2 antag,3,11,-4,14,-2,0,-17,-7,-8,-8
Gli-Sufu block,1,-2,-1,-1,2,22,36,6,13,-4
Mdm2-MdmX inh,-15,27,0,25,21,2,-7,-5,17,-6
CXCR6 block,10,-5,0,-2,4,6,6,-2,-4,-2
Jurkat NFkB inh,-2,10,3,-1,-15,11,11,-5,-9,7

#31 O=[N+]([O-])c1cc(-c2ccccc2)cc([N+](=O)[O-])c1O
#32 Cc1cc(C(=O)NCC(=O)OCC(=O)N2CCCCCC2)ccc1[N+](=O)[O-]
#33 O=C(Nc1cccc2ccccc12)C1CCN(C(=O)NCc2ccccc2)CC1
#34 Cc1ccc(S(=O)(=O)N2CCN(C(=O)Cn3nc(C)c([N+](=O)[O-])c3C)CC2)cc1
#35 O=C(Cn1ncc2c([nH]c3ccccc32)c1=O)N1CCN(c2ccccc2F)CC1
#36 Cc1cc(C)cc(NC(=O)COC(=O)Cn2cnc3c2c(=O)n(C)c(=O)n3C)c1
#37 COc1ccc(C)cc1NS(=O)(=O)c1ccc2c(c1)N(C)CCO2
#38 COC(=O)c1ccccc1NC(=O)NCc1ccccn1
#39 CC(=O)Nc1c(O)nc(SCC(=O)N2CCCCC2)[nH]c1=O
#40 Cc1cc(C)c(NC(=O)CCCN2CCN(C)CC2)c(C)c1
entry no.,31,32,33,34,35,36,37,38,39,40
CHOP UPR activ,/,1.0,0.4,-1.7,0.9,-1.4,0.3,-1.2,-1.3,0.1
UPR XBP1 act,/,2,0,-5,-3,-3,-1,-3,0,-2
697 NFkB inh,/,1,-7,11,-37,-6,-25,1,9,12
CCR6 antag,44,-6,-5,0,5,2,14,-6,15,-15
EBI2 antag,6,-11,11,-4,15,-11,2,4,-15,-3
Gli-Sufu block,9,7,-21,-3,-5,-1,-11,14,3,9
Mdm2-MdmX inh,/,5,23,0,10,4,13,-7,-19,10
CXCR6 block,28,0,-5,-1,-6,2,-8,-3,-3,-4
Jurkat NFkB inh,/,13,-8,3,-3,-15,4,-1,6,8

#41 O=C(COC(=O)c1ccco1)c1ccc(Cl)cc1
#42 CCOc1ccccc1NC(=O)CCNC(=O)c1ccco1
#43 C[C@H]1CN=C(Nc2ccccc2)N1CC1CCCCCC1
#44 Cc1ccccc1OCC(=O)NC(Cc1c[nH]c2ccccc12)C(=O)O (stereo unspecified)
#45 Cc1nc(SCc2cccc(Oc3ccccc3)c2)n[nH]1
#46 COc1ccc(C2C(C(=O)OCC3CCCO3)=C(C)NC3=C2C(=O)CC(c2ccco2)C3)cc1O (stereo unspecified)
#47 Cc1ccc(C(=O)Nc2ccccc2C(N)=O)o1
#48 Cc1cccc(C(=O)Nc2sc(C(=O)N3CCCC3)c(C)c2C#N)c1
#49 CC(=O)N[C@@H](C)C(=O)N1CCC(n2nccc2NC(=O)CCCc2ccccc2)CC1
#50 CCN(CC(=O)Nc1c(F)cccc1F)C(=O)c1ccc2c(c1)NC(=O)C(C)S2 (stereo unspecified)
entry no.,41,42,43,44,45,46,47,48,49,50
CHOP UPR activ,5.0,-1.3,0.3,1.3,2.8,-2.3,1.1,-0.7,1.9,0.3
UPR XBP1 act,-2,0,1,1,1,0,1,-1,-2,0
697 NFkB inh,-21,-21,0,13,-25,12,-7,-13,7,26
CCR6 antag,4,10,1,-5,10,-14,-9,-8,-5,12
EBI2 antag,7,-10,-8,-1,2,-1,-15,-2,-12,-13
Gli-Sufu block,2,-38,11,-1,4,7,-4,-26,0,-6
Mdm2-MdmX inh,1,-19,13,-6,29,30,11,2,-45,0
CXCR6 block,-3,6,4,7,-18,4,6,6,-4,-4
Jurkat NFkB inh,-36,-12,-11,-16,-13,5,-2,5,-2,11

#51 CCCCCCCCC(=O)NCCOc1ccccc1
#52 Nc1nc2ncc(C(=O)c3cc(Cl)cc(Cl)c3O)cc2s1
#53 Nn1c(SCC(=O)Nc2ccc3c(c2)OCCO3)nnc1-c1ccncc1
#54 COc1ccc(C(=O)COC(=O)[C@H](C)Nc2ccc(C(F)(F)F)cc2[N+](=O)[O-])c(OC)c1
#55 COc1cc(OC)cc(C(=O)NNC(=O)NC2CCCCC2)c1
#56 CCCN1CCC(=O)N(CCO)CC1
#57 CCc1ccccc1NC1=NCC(=O)N1Cc1ccccc1
#58 Cc1cccc(NC(=O)Cc2ccc(F)cc2)c1
entry no.,51,52,53,54,55,56,57,58
CHOP UPR activ,2.8,-0.2,-2.0,-1.5,-1.2,1.1,-2.3,2.4
UPR XBP1 act,-2,1,-2,-3,-6,-2,2,-1
697 NFkB inh,-7,4,11,23,2,9,-8,6
CCR6 antag,1,26,5,2,-14,-3,11,-2
EBI2 antag,-5,3,-2,-1,-16,-1,-4,-4
Gli-Sufu block,-2,5,-7,2,11,-12,1,-17
Mdm2-MdmX inh,-6,8,11,3,4,-11,-28,7
CXCR6 block,3,4,-18,12,2,-4,11,-11
Jurkat NFkB inh,-14,14,8,-2,11,-6,-4,-5

Part of the list above, tab-delimited:
nr	compound	CHOP UPR activ	UPR XBP1 act	697 NFkB inh	CCR6 antag	EBI2 antag	Gli-Sufu block	Mdm2-MdmX inh	CXCR6 block	Jurkat NFkB inh
52	Nc1nc2ncc(C(=O)c3cc(Cl)cc(Cl)c3O)cc2s1	-0.2	1	4	26	3	5	8	4	14
53	Nn1c(SCC(=O)Nc2ccc3c(c2)OCCO3)nnc1-c1ccncc1	-2.0	-2	11	5	-2	-7	11	-18	8
